Screens from PubChem BioAssay.
K1F lysis inhibition: protection from phage-mediated lysis, alamar blue read-out – E. coli UTI89, K1F phage, bacterial capsule biogenesis inhibitors (AID 488966). E. coli UTI89 K1F phage lysis, alamar blue, 2 h; higher % means a stronger effect. inhibition, % at 100 µM; hits with a dose series show IC50 in µM. actives 0.02% (n = 340,000);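 active = phage lysis inhibition, versus mean bacterial control, above a set limit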;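 note: capsule biogenesis inhibitors block K1F phage lysis so surviving cells raise fluorescence; higher fluorescence means more inhibition of phage lysis; actives were called in the ten point dose series up to 300 µM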
Hep lipid drop: hepatic lipid droplet formation modulation; actives 0.4% (n = 240,000); AML12 mouse hepatocytes, oleate lipid droplets, BODIPY imaging; inhibition, % at 6.5 µM;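 active = lipid droplet intensity inhibited by at least 50%, with more than 500 cells counted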
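Assay system: AML12 hepatocytes (mouse) / Also added: 100 µM oleic acid challenge / Times: overnight treatment with compound plus oleate / Detection: high-content imaging of BODIPY-stained droplets and DAPI nuclei / Evaluation: % inhibition of lipid droplet signal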
Siah-1 displacement: Siah-1 peptide-binding antagonists, primary screen, biochemical, fluorescence polarization, rhodamine-plectin, uHTS (AID 1817); Siah-1 / rhodamine-plectin peptide fluorescence polarization; higher % means a stronger effect; displacement, % at 20 µM, or IC50 in µM where a hit was titrated; actives 0.02% (n = 290,000);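 active = displacement of at least 50% at 20 µM, with a fluorescence ratio check between 0.3 and a set limit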;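 note: plate controls were Siah plus tracer with DMSO for no effect and tracer alone without Siah for full effect; strong numbers were not always called active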
Hep lipid drop cells 6.5 µM: second read-out of Hep lipid drop, no call of its own (marks repeat the call); cell count; measured here: cell count, cytotoxicity flag;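 cells counted across two imaged fields per well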
Numbers without * were called inactive; [ ] = remark or other dose. Only part of the results is shown. The share of hits here may be higher or lower than overall.

SMILES	K1F lysis inhibition	Hep lipid drop	Hep lipid drop cells 6.5 µM	Siah-1 displacement
COC(=O)[C@@H](NC(=O)N1CCC(Cc2ccccc2)CC1)C(C)C	0.1%	1.5	696	-2.7%
O=C(CSCc1c(F)cccc1F)Nc1ccccc1	1.8%	-2.8	858	-2.3%
COc1ccc(OC)c(S(=O)(=O)Nc2cc3c(cc2N2CCCC2)n(C)c(=O)c(=O)n3C)c1	-0.2%	-10.2	702	15.4%
COc1ccccc1CNC(=O)c1ccc(CS(=O)(=O)c2ccccc2)o1	2.9%	-23.0	784	3.0%
O=C(Nc1ccc(NC(=O)c2cccnc2)cc1)c1ccccc1	0.2%	5.5	787	4.1%
CC(=O)c1cccc(NC(=O)COc2ccc(S(=O)(=O)N3CCOCC3)cc2)c1	2.1%[50 µM]	6.8	711	10.8%
CCCCOc1ccc(C(=O)NCCc2ccccc2)cc1	0.1%	-6.2	818	0.0%
FC(F)Oc1ccc(NC(=S)NC2CCCCCCC2)cc1	-0.8%	-3.9	771	0.5%
CC(=O)Nc1ccc(S(=O)(=O)Nc2nc3ccccc3nc2Nc2ccc(O)c(C(=O)O)c2)cc1	0.0%	16.7	742	-0.4%
COc1ccc(S(=O)(=O)N2CCN(Cc3ccccc3)CC2)c(C)c1	-1.3%	-2.5	793	-2.6%
Cc1c(OC(C)C(=O)NCC2CCC(C(=O)O)CC2)ccc2c3c(c(=O)oc12)CCCC3 (stereo not given)	-0.1%	9.6	770	-0.4%
CC(Oc1ccc(Br)cc1Br)C(=O)Nc1cccnc1 (stereo not given)	0.9%[50 µM]	3.9	697	0.8%
COc1ccccc1-c1cc(C(=O)N2CCCC2)no1	0.2%	-1.4	766	-2.1%
Cc1cc(=O)[nH]c(N/N=C/c2ccc(O)c(O)c2)n1	0.7%	0.8	790	-1.7%
COc1ccc(NC(=O)CCCNC(=O)c2ccc(Cl)cc2)cc1OC	0.3%	-0.5	656	0.8%
CCOC(=O)C1CCCN(C(=O)CNC(=O)c2nn(-c3ccc(OC)c(Cl)c3)c(=O)c3ccccc23)C1 (stereo not given)	0.1%	-6.9	809	8.3%
CCCc1ccc(OCc2ccc(C(=O)N3CCSCC3)o2)cc1	-1.4%	-2.1	791	0.3%
CCOC(=O)c1ccc(N2C=C(C(=O)OC)C(c3cccc(O)c3)C(C(=O)OC)=C2)cc1	1.5%[50 µM]	-5.2	408	11.9%
O=c1c2[nH]cnc2n(-c2ccc(F)cc2)c(=O)n1Cc1ccccc1	0.0%	-7.7	838	2.0%
Cc1ccc(CCNC(=O)CN2C(=O)COc3ccc(S(=O)(=O)N4CCC(C)CC4)cc32)cc1	0.2%	-15.3	746	-2.4%
COc1ccc(OC)c(N(C(=O)c2ccco2)C(C(=O)NC2CCCC2)c2cc(OC)c(OC)c(OC)c2)c1 (stereo not given)	0.3%	-35.2	731	-1.2%
CCc1nc(C)cn1S(=O)(=O)c1ccc(Br)cc1	0.0%	-13.6	797	-1.7%
Cc1ccc(C)c(N(CC(=O)N2CCCCCC2)S(C)(=O)=O)c1	0.9%	-0.2	829	-2.9%
CCc1nnc(NS(=O)(=O)c2ccc(N)cc2)s1	-5.9%	6.2	692	0.5%
c1ccc(Nc2nc(Nc3ccccc3)nc(N3CCNCC3)n2)cc1	1.4%	-1.8	789	9.9%

Compound profiles, as listed above.
Listed for CC(Oc1ccc(Br)cc1Br)C(=O)Nc1cccnc1 (stereo not given) = K1F lysis inhibition = 0.9%[50 µM]; Hep lipid drop = 3.9; Hep lipid drop cells 6.5 µM = 697; Siah-1 displacement = 0.8%
Listed for CCOC(=O)c1ccc(N2C=C(C(=O)OC)C(c3cccc(O)c3)C(C(=O)OC)=C2)cc1 = K1F lysis inhibition = 1.5%[50 µM]; Hep lipid drop = -5.2; Hep lipid drop cells 6.5 µM = 408; Siah-1 displacement = 11.9%

(further entries)
SMILES	K1F lysis inhibition	Hep lipid drop	Hep lipid drop cells 6.5 µM	Siah-1 displacement
CCCc1cc(=O)oc2cc(C)cc(OC(C)C(=O)NCc3cccnc3)c12 (stereo not given)	-0.3%	-0.4	775	5.9%
CCc1cccc(NC(=O)C2CCCN(c3ncnc4c3nc3n4CCCCC3)C2)c1 (stereo not given)	0.5%	-5.9	677	-1.3%
O=C(Cc1ccccc1)Nc1ccnn1C1CCN(Cc2nccs2)CC1	-0.2%	17.3	755	2.6%
Cc1ccc(C(C)(C)NC(=O)C2CCC(=O)N(Cc3ccccc3F)C2)cc1 (stereo not given)	0.5%[50 µM]	5.1	678	-1.4%
Cc1cccc(NC(=O)COc2ccccc2C(=O)NC(C)c2ccccc2)c1 (stereo not given)	0.2%[50 µM]	-5.6	681	2.0%
CCOC(=O)N1CCC(N2Cc3cccc(C(=O)Nc4ccc(N(CC)CC)cc4C)c3C2=O)CC1	0.1%	1.0	774	9.3%
CCc1ccc(OCC(O)CN2CCCC2)cc1 (stereo not given)	-0.2%	-16.5	824	-1.6%
CCN(CC(=O)N1CCCCC1)S(=O)(=O)c1ccccc1	-0.1%	-10.0	798	0.4%
COc1ccccc1OCCCC(=O)Nc1ccc2c(c1)OCCO2	0.6%[50 µM]	-17.5	581	2.0%
O=C(Cc1ccc([N+](=O)[O-])cc1)N1CCN(c2ccc([N+](=O)[O-])cc2)CC1	-0.4%	-4.0	796	3.3%
COc1ccc([N+](=O)[O-])cc1NC(=O)CCN1CCOCC1	-0.1%	11.6	416	-4.3%
COc1ccc(/C=C(/NC(=O)c2ccccc2)C(=O)N2CCC(C)CC2)cc1	0.0%	-24.4	829	-5.1%
COc1ccc(C(C(=O)NCc2ccccc2)N(Cc2cccnc2)C(=O)c2snc(C(N)=O)c2N)cc1OC (stereo not given)	0.1%	11.8	814	6.4%
COc1ccccc1N1CCN(C(=O)NCc2ccc(Cl)cc2)CC1	0.0%	43.8	830	-2.7%
CCn1cc(S(=O)(=O)NCc2ccccc2Br)cn1	-0.1%	-3.7	785	2.6%
CSCC[C@H](N)C(=O)N1CCC(C(=O)N[C@H](C(=O)NCc2ccccc2F)C(C)C)CC1	1.9%	-2.3	809	-0.3%
CC(C)C(=O)Nc1cccc(-c2nc3ncccc3o2)c1	5.6%	-0.5	825	-0.2%
CN1CCN(c2nc(-c3ccc(Cl)cc3Cl)nc3ccccc23)CC1	0.3%	0.9	815	6.6%
Cc1ccc(NC(=O)NNC(=O)C2CC(c3cccs3)=NO2)cc1 (stereo not given)	-0.1%	-10.4	793	2.4%
COc1ccc(-n2nc3c(N4CCC(C(=O)N5CCC(C)CC5)CC4)nnc(C)c3c2C)cc1	0.0%	-1.6	706	-0.7%
CCCN(C(=O)C1CCCN(c2ncnc3c2nc2n3CCCCC2)C1)c1ccc(F)cc1 (stereo not given)	0.0%	-3.7	665	-3.9%
CCOC(=O)N1CCN(C(=O)CS(=O)(=O)Cc2nc(-c3ccccc3F)oc2C)CC1	1.4%	-7.9	751	1.2%
O=C(NC1CCN(Cc2ccc(F)cc2)CC1)c1ccccc1	0.1%	-0.9	845	-1.9%
O=S(=O)(NC(=NCc1ccccc1)c1ccccc1)c1ccc(Br)cc1	0.0%	-4.8	864	-0.9%
COc1cc(OC)cc(C(=O)NC(C)CNc2ccc(Cl)cc2[N+](=O)[O-])c1 (stereo not given)	0.1%	-2.9	832	1.8%

The final two entries of the section before lead into the next.
SMILES	K1F lysis inhibition	Hep lipid drop	Hep lipid drop cells 6.5 µM	Siah-1 displacement
O=S(=O)(NC(=NCc1ccccc1)c1ccccc1)c1ccc(Br)cc1	0.0%	-4.8	864	-0.9%
COc1cc(OC)cc(C(=O)NC(C)CNc2ccc(Cl)cc2[N+](=O)[O-])c1 (stereo not given)	0.1%	-2.9	832	1.8%
Cc1nc2ccccc2c(=O)n1NC(=O)c1ccc(Cl)c(Cl)c1	-0.7%[50 µM]	9.4	814	9.0%
CC(NC(=O)c1ccc2c(c1)S(=O)(=O)N=C1CCCCCN12)c1ccc(S(N)(=O)=O)cc1 (stereo not given)	-0.1%	-2.1	812	-1.2%
CC(C)CNC(=S)N(CCN(C)C)Cc1cc2cc3c(cc2[nH]c1=O)OCCO3	0.4%	-0.7	775	1.6%
Cc1cc(C)c(S(=O)(=O)N2CCOC2CNC(=O)C(=O)NCc2ccncc2)c(C)c1 (stereo not given)	-0.1%	-0.1	835	-2.7%
CSCCC(=O)N(C)CC1CCCN(CCc2cccc(C(F)(F)F)c2)C1 (stereo not given)	0.3%	0.4	799	6.4%
CCCCn1c(N)c(N(CC)C(=O)c2ccccc2F)c(=O)[nH]c1=O	0.2%	-10.8	728	2.4%
CC1CCCN(C(=O)CSc2ncccn2)C1 (stereo not given)	0.2%	-2.6	800	10.2%
Cc1ccc(OCc2ccc([N+](=O)[O-])cc2)c([N+](=O)[O-])n1	-0.1%	-2.4	678	2.4%
CC1CC(C)CN(S(=O)(=O)N2CCCC(C(=O)NCc3ccccc3Cl)C2)C1 (stereo not given)	2.5%	-1.3	718	10.4%
Cc1ccc(S(=O)(=O)NCc2ccccc2)cc1C(=O)N1CCCCC1	1.4%[50 µM]	-7.6	772	-1.6%
COc1ccc(S(=O)(=O)N2CCOC2CNC(=O)C(=O)NCc2ccc3c(c2)OCO3)cc1OC (stereo not given)	-0.7%[50 µM]	7.9	666	-0.3%
CCCc1cc(C(=O)N2CCCC(N3CCN(c4ccccc4F)CC3)C2)n(C)n1 (stereo not given)	2.6%[50 µM]	6.8	671	3.9%
CCOC(=O)c1ccc(C(=S)N2CCCC2)cc1	0.3%	6.3	822	2.7%
COc1ccccc1CC(=O)NC1CC1	0.1%	-8.3	800	3.4%
CCOc1ccccc1NC(=O)NNC(=O)CCc1ccc(OC)cc1	0.0%	-11.6	841	2.1%
CCOc1ccc(S(=O)(=O)N2CCCC(C(=O)N3CCC(C(N)=O)CC3)C2)cc1Cl (stereo not given)	0.5%	-5.7	802	-4.1%
O=C(CCc1nnc2n(Cc3ccc(F)cc3)c(=O)c3ccccc3n12)N1CCN(c2ccccn2)CC1	1.8%	2.6	689	11.3%
CN(C)S(=O)(=O)N1CCC(Oc2cccc(C(=O)NCCCC3CCCC3)c2)CC1	0.1%	-11.6	706	6.5%
COc1ccc(N(CC(=O)NCCc2ccccc2)C(=O)c2csnn2)cc1OC	5.8%	-3.9	723	-2.6%
CCOc1ccc(NS(=O)(=O)c2ccc3[nH]c(=O)[nH]c3c2)cc1	2.1%	3.4	866	-3.8%
Oc1ccc(N2Cc3ccccc3C2)cc1	-0.1%	-17.0	840	-6.6%
CC1CCCN(CCCNC(=O)c2nn(C)c3c2CSc2ccccc2-3)C1 (stereo not given)	-0.1%	-1.7	697	-0.7%
CCn1c(CN2CCOCC2)nnc1SCC(=O)Nc1ccccc1C	0.1%	28.3	803	1.2%
O=C(COc1ccc2ccccc2c1)NNC(=O)Nc1ccc(F)cc1F	0.1%	-4.4	800	18.4%
CC(=O)N1CCc2c(sc(NC(=O)Cc3ccc(F)cc3)c2C#N)C1	0.2%	-22.9	704	-0.1%

Continued.
SMILES	K1F lysis inhibition	Hep lipid drop	Hep lipid drop cells 6.5 µM	Siah-1 displacement
Cc1nc(Cl)cc(N/N=C/c2ccc(O)cc2)n1	-0.4%	-1.4	828	5.4%
O=C(CN(Cc1ccccc1Cl)S(=O)(=O)c1ccc(Cl)cc1)N/N=C/c1ccc(C(=O)O)cc1	-3.0%[50 µM]	8.1	735	-4.1%
COC(=O)C1CCN(C(=O)C2CCC(=O)N(CCCc3ccccc3)C2)CC1 (stereo not given)	0.2%	-19.6	624	10.2%
CCOC(=O)c1cccc(NC(=O)c2ccc(NC(=O)c3ccco3)cc2)c1	2.1%[50 µM]	10.0	649	-1.8%
CC(C)C(C(=O)NCc1ccccc1)N(CC1CCCO1)C(=O)CNS(=O)(=O)c1ccccc1 (stereo not given)	0.6%	-18.5	789	-1.6%
COc1ccc(N2CCN(C(=O)c3cc(-c4cc(OC)ccc4OC)nc4ccccc34)CC2)cc1	-0.3%	-48.3	832	-6.5%
NS(=O)(=O)c1ccc(-c2ccc(C=C3C(=O)c4ccccc4C3=O)o2)cc1	1.6%	7.7	808	4.3%
CSc1ccccc1OCc1cc(C(=O)NCc2cnc(C)cn2)no1	1.8%[50 µM]	40.2	834	-4.9%
O=C(CN1C(=O)NC(Cc2c[nH]c3ccccc23)C1=O)NCC(F)(F)F (stereo not given)	0.2%	-11.3	836	5.7%
O=C(CNC(=O)N1CC(=O)Nc2ccccc21)Nc1cccc(F)c1	0.3%	7.2	740	2.5%
CCCN1CCN(CCCNC(=O)c2ccccc2NC(=O)C2=C(C)OCCS2)CC1	0.1%	-0.1	754	-0.9%
COc1ccc(OC)c(/C=C2\SC(N3CCCC(C)C3)=NC2=O)c1 (stereo not given)	-0.3%	12.3	700	-2.6%
COc1ccc(CCNCc2c(OC)ccc3ccccc23)cc1OC	-0.3%	2.6	410	-5.1%
O=C(NCc1cn2ccccc2n1)C1CCC(=O)N(Cc2ccccc2F)C1 (stereo not given)	0.3%	-7.3	606	1.5%
CC(C)C(OC(=O)c1ccco1)C(=O)NC1CCCC1 (stereo not given)	0.4%	-1.4	796	5.3%
Cc1c(NC(=O)c2ccccc2NC(=O)COc2ccccc2)cccc1C(=O)O	1.0%[50 µM]	7.8	713	9.3%
N#C/C(=C/c1ccc(O)cc1)C(=O)NCc1ccc(Cl)cc1	0.4%	-11.4	835	4.5%
